# Assay outcomes deposited in PubChem BioAssay by National Center for Advancing Translational Sciences (NCATS).
# HT1080-NT tox: qHTS for induction of synthetic lethality in tumor cells producing 2HG: qHTS for the HT-1080-NT fibrosarcoma cell line; HT-1080-NT fibrosarcoma viability, CellTiter-Glo ATP luminescence, 48 h; Potency, µM (titrated, usually from 46.1 µM), for the others: at the highest dose activity, negative = less viability, actives largely listed as cytotoxic; actives 1.6% (n = 360,000);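 further: NT is the 2HG producing partner of a matched IDH1 knockdown line; potency means the concentration at half of the fitted maximal effect; 0% = DMSO-treated cells and -100% = media-only wells without cells; nearly all actives have a fitted effect of over 55% in size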
#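 Toxicity toward the 2HG-producing NT line was scored as %Activity, normalised to DMSO and no-cell wells, from CellTiter-Glo luminescence after 48 hours' treatment.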
# KB-V1 cytotox: qHTS assay for MDR1-selective chemotherapeutics: Primary screen using the drug-selected MDR subline cells KB-V1; actives 3.4% (n = 400,000); Potency, µM (series often up to 46.1 µM), inactives show at the highest dose activity change, negative = cytotoxicity, most hits filed as cytotoxic; KB-V1 MDR cells viability, CellTiter-Glo, 72 h; AID 1347076, 2019; further: potency means the concentration at half of the fitted maximal effect; on the % scale 0 is the no-effect control and ±100 the full control effect; nearly all actives have a fitted effect of over 60% in size
#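 KB-V1, DMEM (no phenol red) + 10% FBS; cpd pin-transferred, titration series; 72 h, 37 degrees C; CellTiter-Glo, luminescence. Data normalized, curve-fit.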
# ATXN2 expr inh: Primary qHTS for Inhibitors of ATXN expression; Potency, µM (top dose mostly 57 µM), inactives show at the highest dose activity change, negative = inhibition, usual class: inhibitors; AID 1745845, 2022; HEK-293 ATXN2-luciferase reporter, luminescence, 24 h; actives 0.72% (n = 360,000); further: potency means the concentration at half of the fitted maximal effect; on the % scale 0 is the no-effect control and ±100 the full control effect; nearly all actives have a fitted effect of over 55% in size
#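 qHTS (up to 57 uM final) was run with 24 h compound exposure of reporter cells at 37 °C. Each well was multiplexed: SteadyGlo luminescence measured ATXN2-luciferase expression after a fluorogenic Gly-Phe-AFC viability readout (25 uM final).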
# MCF10A rereplic: A quantitative high throughput screen for small molecules that induce DNA re-replication in MCF 10a normal breast cells | MCF 10A DNA re-replication, Hoechst nuclear intensity, 48 h | actives 2.9% (n = 350,000) | Potency, µM (series often up to 46.1 µM), for inactives: at the highest dose activity, positive = re-replication, hits mostly activators; further: potency means the concentration at half of the fitted maximal effect; % of control where 0% means no effect; nearly all actives have a fitted effect of over 50% in size
# HT1080 IDH1KD tx: qHTS for induction of synthetic lethality in tumor cells producing 2HG: qHTS for the HT-1080-IDH1KD cell line | actives 2% (n = 360,000) | Potency, µM (titrated, usually from 46.1 µM), inactives show at the highest dose activity, negative = toxicity, actives largely listed as cytotoxic | HT-1080 IDH1 knockdown viability, ATP luminescence, 48 h | AID 686971, 2013;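 further: potency means the concentration at half of the fitted maximal effect; 0% = DMSO wells and -100% = cell-free medium wells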
#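 Knockdown cells (IDH1KD HT-1080) received compounds 2 h after plating at 750 cells/well and were kept 48 h at 37 °C in 5% FBS RPMI. A CellTiter-Glo luminescence read gave % activity for curve fitting.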
# KB-3-1 cytotox: qHTS assay for MDR1-selective chemotherapeutics: Primary screen using the parental adenocarcinoma cell KB-3-1. KB-3-1 viability, CellTiter-Glo ATP luminescence, 72 h. Potency, µM (series often up to 46.1 µM), without a hit: top-dose activity change, negative = cytotoxic, hits mostly cytotoxic. actives 1.4% (n = 400,000). AID 1347075, 2019; further: potency means the concentration at half of the fitted maximal effect; on the % scale 0 is the no-effect control and ±100 the full control effect; nearly all actives have a fitted effect of over 60% in size
#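 Parental KB-3-1 adenocarcinoma cells in phenol-red-free DMEM with 10% FBS were pin-treated with compounds at several concentrations, incubated 72 h at 37 °C, and viability read by CellTiter-Glo luminescence; concentration-effect curves were fitted after normalization.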
# IL-1B inflam inh: qHTS for Inhibitors of Inflammasome Signaling: IL-1-beta AlphaLISA Primary Screen | THP-1 LPS/ATP IL-1B secretion, AlphaLISA, 16 h; stronger effect = lower value | AID 743279, 2014 | activity change, % at 57.5 µM | actives 4.7% (n = 360,000); in the data active means activity change below about -50%; inconclusive means mostly about -30% to -49%; further: on the % scale 0 is the no-effect control and ±100 the full control effect
#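 Secreted IL-1B measured by AlphaLISA bead assay after 16 h compound exposure of THP-1 cells; compounds (final up to 57.5 uM) added 1 h before LPS (250 ng/mL) and ATP (1.25 mM) stimulation; lower signal means less secretion.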
# SW480 rereplic: A quantitative high throughput screen for small molecules that induce DNA re-replication in SW480 colon adenocarcinoma cells; actives 1.8% (n = 340,000); Potency, µM (doses to about 46.1 µM), for inactives: at the highest dose re-replication activation, usual class: activators; SW480 DNA re-replication, Hoechst DNA content imaging, 48 h; AID 624297, 2012; further: potency means the concentration at half of the fitted maximal effect; % of control where 0% means no effect; nearly all actives have a fitted effect of over 55% in size
#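 Readout is total intensity of Hoechst-stained nuclei, excited at 405 nm and collected at 500-530 nm. Compound treatment lasted 48 hr at 37 C in 5% CO2 before staining.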
# ATXN viability: Viability Counterscreen for Primary qHTS for Inhibitors of ATXN expression. S2 cells (HEK-293 line with an ATXN2-luciferase reporter) viability, CellTiter-Fluor protease fluorescence, 24 h. actives 0.49% (n = 400,000). Potency, µM (highest dose often 56.7 µM), actives largely listed as cytotoxic; further: potency means the concentration at half of the fitted maximal effect; nearly all actives have a fitted effect of over 40% in size
# An asterisk follows results filed as active; i = inactive; ? = inconclusive; . = no result given; ! = not confirmed by another sample; [ ] = remark or other dose. Unless noted, the call rests on the fitted dose curve; in most records, active means well fitted curve in the direction sought with a large enough effect; inconclusive means small, poorly fitted or top-dose-only effect, or another doubt; inactive means no such curve, though single readings can be large; an effect the other way counts as inactive or inconclusive. Outcome played no part in choosing rows. About 11% of those tested had a hit in this group.
no.	smiles	HT1080-NT tox	KB-V1 cytotox	ATXN2 expr inh	MCF10A rereplic	HT1080 IDH1KD tx	KB-3-1 cytotox	IL-1B inflam inh	SW480 rereplic	ATXN viability
1	CCOc1ccc(Nc2nc(Cc3nnc(SCC(=O)NC4CCCCC4)n3C)cs2)cc1	4%	-10%	3%	0%	4%	-1%	-9	1%	i
2	CC1CCC2(CC1)N=C(N)Nc1nc3ccccc3n12 (stereo not given)	-1%	27%	7%	203%[0.0737 µM]	1%	-13%	-18	?	i
3	FC(F)(F)c1nnc2c(Sc3ccccc3)nc3ccc(Cl)cc3n12	9.2µM*	?	?	12µM*	-12%	?	-70*	?	?
4	CCOC(=O)c1c(NC(=O)CSc2nnc(-c3ccc(C)cc3)o2)sc(C(C)=O)c1C	1%	?	-6%	?	3%	16%	-19	?	i
5	Nc1nnc(CCCCCc2nnc(N)s2)s1	-2%	13%	.	11%	-4%	2%	-2	1.5µM*	i
6	Cc1cc(C)c(C)c(C(=O)COC(=O)CNC(=O)CN2C(=O)c3ccccc3C2=O)c1C	-5%	24%	.	0%	3%	1%	18	7%	i
7	COc1ccc(-c2ccnc3c2c(=O)n(C)c(=O)n3C)cc1OC	.	10%	3%	.	.	-5%	.	.	i
8	Cc1ccc(C(=O)Nc2ccccc2C(=O)NC(CC(=O)O)C(=O)O)cc1 (stereo not given)	-1%	1%	9%	0%	4%	10%	27	0%	i
9	O=S(=O)(c1cccc(-c2csc(-c3cccnc3)n2)c1)N1CCCCC1	22%	-14%	?	2%	3%	0%	?	-7%	i
10	Cc1ccc(S(=O)(=O)c2c(C)cc(-c3ccccc3)[nH]c2=O)cc1	0%	-24%	-10%	17%	-14%	-12%	4	1%	i
11	CCn1cc(C(=O)Nc2ccc(OC)c(S(=O)(=O)N3CCCCC3)c2)c(=O)c2ccc(C)nc21	-3%	-5%	-3%	9%	-7%	0%	-7	-11%	i
12	COc1ccc(-c2nn(-c3ccccc3)cc2C(=O)O)cc1N	-4%	19%	2%	-2%	0%	11%	-9	?	i
13	O=C1COc2ccc(C(=O)COC(=O)c3ccc4ccccc4n3)cc2N1	7%	-6%	-1%	-3%	-1%	0%	5	3%	i
14	COc1ccc(CNCC(=O)Nc2sccc2C#N)cc1	-10%	?	0%	10%	18%	4%	9	11%	.
15	CCC(C)c1c(O)nc(SCC(=O)c2ccccc2)[nH]c1=O (stereo not given)	-2%	?	3%	?	16%	8%	3	2%	i
16	Cc1c2c(nc3c(C)cccc13)OC(C)C2 (stereo not given)	1%	-3%	9%	?	-15%	2%	16	10%	i
17	O=C(Cn1c(=O)n(-c2ccccc2)c(=O)c2ccc(C(=O)NCc3ccc4c(c3)OCO4)cc21)Nc1ccc(Br)cc1	.	-13%	-2%	.	.	8%	.	.	i
18	Cc1nnsc1C(=O)Nc1cc(Cl)ccc1Cl	?	-2%	3%	-4%	-14%	1%	0	-13%	i
19	CC(C)Cn1c(=O)[nH]c2ccccc21	29%	19%	7%	-3%	16%	15%	-2	-3%	i
20	C/C(CC(=O)Nc1cccc(C(F)(F)F)c1)=N/NC(=O)C(=O)NCCO	-24%	-3%	-27%	-2%	?	10%	1	-10%	i
21	S=c1[nH]nc(-c2ccccc2Cl)n1Cc1ccccc1	0%	-1%	-32%[11.3 µM]	12%	10%	0%	31	-7%	?
22	COc1ccccc1NC(=O)CSc1nncs1	0%	4%	-6%	1%	0%	-5%	13	7%	i
23	CCN1C(=O)[C@H]2[C@@H](c3ccc(C)cc3)N3C(=O)N(c4ccc(OC)cc4)C(=O)[C@@]3(CC)[C@H]2C1=O	17%	7%	48%[activator]	0%	15%	2%	8	1%	i
24	CC(O)(c1cccc(F)c1)c1nc(-c2ccccc2)cs1 (stereo not given)	?	4%	-8%	.	?	0%	25	.	i
25	O=C(Nc1ccccc1-c1nc2ccccc2[nH]1)c1ccc(N2C(=O)CCC2=O)cc1	2%	-7%	-4%	?	-1%	-3%	-10	-6%	i
26	CCCCC[C@H]1CN(CCc2ccccc2)C(=O)[C@@H]1CC(=O)NCc1ccc(OC)cc1	-4%	18µM*!	-28%	23%	-3%	?	-78*	5%[9.22 µM]	i
27	Cc1c(C(=O)OCC(=O)NC(C)c2ccccc2)oc2ccccc12 (stereo not given)	-2%	3%	-7%	7%	-13%	3%	0	-5%	i
28	CN(C)S(=O)(=O)c1ccc(N=Cc2c(C(F)(F)F)[nH]n(C)c2=O)cc1	6%	?	.	9%	-1%	1%	31	-6%	i
29	CC1=C(C(=O)N(C)C)CC(CC(=O)NCCCN(C)C)C(=O)N1CCCN1CCCC1=O (stereo not given)	21%	10%	7%	.	17%	0%	-7	.	i
30	O=C(CSc1ccc(-c2ccco2)nn1)Nc1ccc(F)cc1	-7%	10µM*	-1%	7%	1%	-14%	i	-11%	?
31	Cn1nc(-c2ccc(Cl)cc2)c2cc(C(=O)NC3CC3)sc21	-7%	?	-9%	6.5µM*	-9%	-13%	0	?	i
32	CN1C(=O)c2ccc(Oc3ccccc3)cc2C1=O	8%	3%	12%	-5%	16%	-1%	13	-75%[inhibitor]	i
33	COc1ccccc1NS(=O)(=O)c1cccc(C(=O)NNC(=O)c2ccc(=O)[nH]c2)c1	9%	0%	5%	?	2%	4%	10	-12%	i
34	COc1cc(C2Nc3ccccc3NC3=C2C(=O)CC(c2ccc(OC)c(OC)c2)C3)ccc1O (stereo not given)	-1%	10%	3%	-3%	-3%	18%	-11	1%	i
35	CC(C)CC1OC(C)Cc2[nH][nH]c(=O)c21 (stereo not given)	25%	-6%	5%	.	12%	3%	-6	.	i
36	COCCCN(CC(=O)Nc1ccc(N2CCOCC2)cc1)S(=O)(=O)c1ccccc1	10%	?	1%	-1%	-3%	11%	16	-4%	i
37	c1ccc2[nH]c(SCc3cn4cccnc4n3)nc2c1	11%	0%	17%	0%	-1%	1%	4	-1%	?
38	COc1cccc(CN(C)C(=S)Nc2ccc(C)c(C)c2)c1	-5%	-22%	-16%	13%	-17%	-16%	-3	-19%	i
39	Cc1ccc2cccc(NC(=O)c3ccc(-c4cccc(Cl)c4Cl)o3)c2n1	.	-8%	-1%	.	.	4%	.	.	i
40	CC(=O)N/C(=N/c1nc(C)cc(C)n1)Nc1cccc(C)c1C	22%	-5%	-7%	7%	20%	-2%	4	-9%	i
41	Cc1cc(C)cc(OCCn2ccnc2)c1	8%	?	8%	30%	7%	7%	11	-8%	i
42	COc1ccc(C(=O)COC(=O)/C=C/c2ccccc2[N+](=O)[O-])cc1	13%	.	9%	-10%	15%	.	-7	-4%	i
43	Nc1ccc(S(=O)(=O)NC2=NCCCCC2)cc1N	1%	-6%	-14%	-2%	5%	-3%	-6	-2%	i
44	Cc1ccc(S(=O)(=O)CC(=O)c2ccccc2)cc1	14%	-1%	12%	-1%	20%	7%	-6	0%	i
45	Cc1cc(N(C)C)ccc1[N+](=O)[O-]	19%	-4%	2%	-87%[inhibitor]	13%	3%	-1	16%	i
46	COc1ccc(CNC(=O)C2CCN(S(=O)(=O)c3ccc(Br)s3)CC2)cc1	-24%	-1%	-9%	1%	-4%	-5%	-6	?	i
47	COCCN(C(=O)CSc1nc(-c2ccccc2)cn1N)c1c(N)n(Cc2ccccc2)c(=O)[nH]c1=O	9%	21%	-4%	-1%	0%	25%	-4	1%	i
48	Cc1[nH]c(C)c(S(=O)(=O)NCc2ccccc2Cl)c1C(=O)N1CCCC1	-1%	3%	-3%	4%	-2%	?	2	-1%	i

# Eight of the compounds above, with values under each structure:
# The line under a structure holds: HT1080-NT tox | KB-V1 cytotox | ATXN2 expr inh | MCF10A rereplic | HT1080 IDH1KD tx | KB-3-1 cytotox | IL-1B inflam inh | SW480 rereplic | ATXN viability
28	CN(C)S(=O)(=O)c1ccc(N=Cc2c(C(F)(F)F)[nH]n(C)c2=O)cc1
  6% | ? | . | 9% | -1% | 1% | 31 | -6% | i
29	CC1=C(C(=O)N(C)C)CC(CC(=O)NCCCN(C)C)C(=O)N1CCCN1CCCC1=O (stereo not given)
  21% | 10% | 7% | . | 17% | 0% | -7 | . | i
30	O=C(CSc1ccc(-c2ccco2)nn1)Nc1ccc(F)cc1
  -7% | 10µM* | -1% | 7% | 1% | -14% | i | -11% | ?
31	Cn1nc(-c2ccc(Cl)cc2)c2cc(C(=O)NC3CC3)sc21
  -7% | ? | -9% | 6.5µM* | -9% | -13% | 0 | ? | i
32	CN1C(=O)c2ccc(Oc3ccccc3)cc2C1=O
  8% | 3% | 12% | -5% | 16% | -1% | 13 | -75%[inhibitor] | i
33	COc1ccccc1NS(=O)(=O)c1cccc(C(=O)NNC(=O)c2ccc(=O)[nH]c2)c1
  9% | 0% | 5% | ? | 2% | 4% | 10 | -12% | i
34	COc1cc(C2Nc3ccccc3NC3=C2C(=O)CC(c2ccc(OC)c(OC)c2)C3)ccc1O (stereo not given)
  -1% | 10% | 3% | -3% | -3% | 18% | -11 | 1% | i
35	CC(C)CC1OC(C)Cc2[nH][nH]c(=O)c21 (stereo not given)
  25% | -6% | 5% | . | 12% | 3% | -6 | . | i
